# Screens: PubChem BioAssay, NCI
# All columns: NCI-60 one-dose screen, growth in % after 48 h at 10 µM unless noted; 100 = growth as untreated, 0 = no growth, -100 = all killed.
# RXF 393 – RXF 393 renal cancer cells; actives 6.9% (n = 77,000)
# COLO 205 – COLO 205 colon cancer; actives 7.3% (n = 79,000)
# NCI-H460 – NCI-H460 lung cancer | actives 6.8% (n = 82,000)
# A498 – A498 renal cancer cells | actives 5.4% (n = 76,000) | AID 1794774
# NCI-H23 – NCI-H23 lung cancer; actives 4% (n = 80,000); AID 1794731
# NCI-H322M – NCI-H322M lung cancer | actives 2.7% (n = 80,000)
# NCI-H522 – NCI-H522 lung cancer. actives 8% (n = 78,000). AID 1794739
# HT29 – HT29 colon cancer | actives 7.4% (n = 81,000)
# NCI-H226 – NCI-H226 lung cancer; actives 3.5% (n = 79,000); AID 1794732
# * hit, by the source's call; / = no result given; & = joins results of further samples. How the source made its calls: active means growth percent below 10; inactive means the rest.
# The opening 2 compounds, to show the layout:
SMILES,RXF 393,COLO 205,NCI-H460,A498,NCI-H23,NCI-H322M,NCI-H522,HT29,NCI-H226
c1csc(C2=N[C@@H](c3cccs3)[C@@H](c3cccs3)N2)c1,97.6,119.6,101.0,75.1,96.0,/,104.2,110.4,/
CC(Nc1ccc(Br)cc1[N+](=O)[O-])C(=O)O (stereo unspecified),100.8,106.5,105.0,106.1,103.8,88.2,94.2,101.8,89.8

# The whole of this part (from the top)
SMILES,RXF 393,COLO 205,NCI-H460,A498,NCI-H23,NCI-H322M,NCI-H522,HT29,NCI-H226
c1csc(C2=N[C@@H](c3cccs3)[C@@H](c3cccs3)N2)c1,97.6,119.6,101.0,75.1,96.0,/,104.2,110.4,/
CC(Nc1ccc(Br)cc1[N+](=O)[O-])C(=O)O (stereo unspecified),100.8,106.5,105.0,106.1,103.8,88.2,94.2,101.8,89.8
O=[N+]([O-])c1ccccc1N=NNc1ccccc1,111.1&91.9,103.1&99.9,97.0&97.9,98.6&99.3,87.8&86.5,81.1&103.1,78.7,93.5&99.0,82.5&75.5
COc1ccc(/C=C/C(=O)c2c(N)n(C)c(=O)n(C)c2=O)cc1,115.8,108.5,105.6,104.2,103.5,108.8,/,96.9,96.7
O=C(O)c1ccccc1C(=O)c1ccc(O)cc1,120.5,98.0,113.2,98.9,101.5,110.1,96.9,94.6,100.5
CC(=O)n1c2c(c3ccccc31)CCCC2,103.4,113.2,106.3,112.4,109.4,100.5,/,112.0,107.4
C#CCOc1ccc(/C=N/Nc2nc(-c3ccc(F)cc3)cs2)cc1OCC#C,93.7,104.5,105.2,84.2,84.7,95.3,89.1,80.1,87.6
COc1ccc(C(=O)CSc2nccc(Nc3ccc(C(C)=O)cc3)n2)cc1,104.8,111.7,109.1,99.8,91.7,109.1,87.2,116.6,92.5
O=S(=O)(O)C(c1ccccc1)C1(O)CCCCC1 (stereo unspecified),117.8,106.7,112.0,/,122.1,106.0,108.1,115.0,102.7
COc1cccc(C(=O)N(C)C)c1,93.3,114.7,102.2,98.8,106.9,100.5,/,100.9,101.5
Cc1nn(C)c2ncnc(N/N=C/c3cccc(O)c3)c12,120.7,108.5,97.8,98.6,103.0,88.2,89.2,102.3,118.0
Cc1ccc(Nc2nc(N)nc(N)c2N=O)cc1Cl,91.8,110.6,102.0,119.0,71.9,104.1,75.4,64.3,94.1
CCCCNc1ccc([N+](=O)[O-])cc1[N+](=O)[O-],107.0,106.0,99.1,96.7,105.7,95.8,96.2,102.5,105.2
CNc1nc2c(c(=O)n(C)c(=O)n2C)n1C,94.2,113.4,105.1,91.9,106.1,105.8,94.4,101.9,93.6
CCOC(=O)CC(=O)c1ccccc1,113.0&119.2,104.7&104.3,107.9&114.7,97.4&97.8,101.0&103.0,104.8&103.0,99.6&97.6,110.0&116.0,104.9&117.0

# An excerpt from above, limited to A498 and NCI-H226:
Compound	A498	NCI-H226
COc1cccc(C(=O)N(C)C)c1	98.8	101.5
Cc1nn(C)c2ncnc(N/N=C/c3cccc(O)c3)c12	98.6	118.0
Cc1ccc(Nc2nc(N)nc(N)c2N=O)cc1Cl	119.0	94.1
CCCCNc1ccc([N+](=O)[O-])cc1[N+](=O)[O-]	96.7	105.2
CNc1nc2c(c(=O)n(C)c(=O)n2C)n1C	91.9	93.6
CCOC(=O)CC(=O)c1ccccc1	97.4&97.8	104.9&117.0

# Additional structures.
SMILES,RXF 393,COLO 205,NCI-H460,A498,NCI-H23,NCI-H322M,NCI-H522,HT29,NCI-H226
Clc1ccc(CSc2cnnc3ccccc23)cc1Cl,99.7,106.8,95.8,71.2,76.5,102.2,66.2,80.5,84.5
COc1cc2c(cc1OC)C1(C)N(CC2)C(=O)OC1(C)C (stereo unspecified),99.0,119.6,100.6,78.8,110.4,101.2,100.4,114.6,92.8
COc1ccc(N=Nc2c(N)nn3c(-c4ccc(OC)c(OC)c4)c4ncnc(NN)c4nc23)cc1,119.7,114.5,108.6,80.7,93.6,110.5,73.7,101.2,84.4
Cc1cc(NCCCNc2ccnc3cc(Cl)ccc23)nc(Nc2ccc(C(=O)N3CCCCC3)cc2)n1,-63.9*,-32.1*,9.7*,66.9,52.5,17.8,-11.6*,-5.4*,108.0
O=C(Cc1ccc(CCC(=O)c2ccccc2O)cc1)Nc1ccccc1,101.8,111.3,103.2,102.6,88.1,96.9,82.7,103.9,78.7
O=c1/c(=C/c2cn(-c3ccccc3)nc2-c2ccccc2)sc2nc(Cc3ccccc3)nn12,/,115.4,104.8,103.2,95.8,96.3,89.4,103.9,93.7
O=C(O)c1ccc(-n2cc(CNc3cc(Br)cc(C(F)(F)F)c3)c(-c3ccc(F)cc3)n2)cc1,109.0,101.9,86.4,71.6,91.3,94.9,73.0,83.3,91.5
COC(=O)c1cc(CN2CCCCC2)cc(OC(=O)c2cc(OC)c(OC)c(OC)c2)c1,102.3,107.7,103.3,67.1,96.8,106.5,96.3,102.4,106.1
O=c1c2cc(F)ccc2sc2c(Nc3ccccn3)nc3ccccc3c12,89.8,90.1,48.6,85.7,80.2,81.6,85.4,92.1,98.6
CCOC(=O)c1nc(Nc2ccc(NC(=O)Nc3ccc(OC)cc3)cc2)c2ccccc2n1,102.5,116.9,99.4,94.9,91.5,105.5,91.2,101.3,106.6
CCOC(=O)c1cnc2c(C)cccc2c1Nc1ccc(C(C)=O)cc1,-54.5*,-91.5*,-68.6*,46.5,32.1,42.7,-78.5*,-67.4*,/
CC/C(=C(\c1ccc(O)cc1)c1ccc(OCCN(C)C(=O)COCCNC(=O)c2cccc3c2CN(C2CCC(=O)NC2=O)C3=O)cc1)c1ccccc1 (stereo unspecified),108.7,118.9,109.9,134.4,102.1,100.5,93.4,116.0,89.5
NC(=O)c1c2c(c3c4ccccc4cnn13)C(=O)c1ccccc1C2=O,89.6,82.3,25.9,66.9,93.3,86.3,97.8,101.1,75.2
COc1ccc(-c2cc(NC(=O)Nc3ccc(O)cc3)no2)cc1,90.9,105.3,86.2,30.9,89.5,66.8,44.8,98.8,84.2
CCN1CCN(c2nc(NCCNc3ccnc4cc(Cl)ccc34)c3ccccc3n2)CC1,-39.0*,-60.6*,1.7*,77.1,69.0,42.3,18.0,-14.1*,27.2
C[C@]12CCC(=O)C=C1CC[C@@H]1[C@@H]2[C@@H](O)C[C@@]2(C)[C@H]1CC[C@]2(O)[C@@H](O)CO,112.0,/,104.7,106.2,104.7,95.9,88.1,110.2,/
CC(C)=NNc1ccc([N+](=O)[O-])cc1[N+](=O)[O-],108.7,84.9,88.1,74.5,95.5,87.9,82.1,91.8,98.3
Cc1ccc2c(c1)P(=O)(O)c1cc(C)ccc1O2,97.0,102.2,102.6,94.6,94.3,/,95.1,103.7,92.2
COc1ccc(-c2nc(SCC(=O)Nc3ccc(/C(C)=N/O)cc3)[nH]c(=O)c2C#N)cc1,103.3,114.8,108.7,107.7,91.1,107.9,67.1,88.3,86.8
O=S(=O)(NCCCNc1cc(-c2cn(-c3ccccc3)nc2-c2ccccc2)ccn1)c1ccc(Br)cc1,63.1,47.9,62.4,64.1,70.1,76.5,71.1,19.3,65.7
Nc1nc(Nc2ccc(Cl)c(Cl)c2)c(N=O)c(=O)[nH]1,94.7,97.4,107.3,111.0,93.1,89.4,102.0,113.0,95.0
O=C(COc1cccc(/C=C2/Oc3ccccc3C2=O)c1)Nc1nccs1,2.9*,234.7,102.6,93.9,61.6,95.7,-9.7*,84.2,99.3
CC(C)(C)n1cc(-c2ccnc(NCCCNS(=O)(=O)c3cccc(F)c3)c2)c(-c2ccccc2)n1,60.0,52.5,74.5,66.5,70.5,91.4,75.7,20.5,85.4
Cc1c(Cl)cccc1NC(=O)OC(C)C,105.6,122.8,107.2,75.1,102.9,104.7,105.3,107.1,96.5
S=c1n(Cc2ccc3ccccc3c2)ccn1Cc1ccc2ccccc2c1,107.3,111.1,88.0,95.1,98.0,91.4,44.3,81.1,87.7
Nc1ccccc1C1(c2ccccc2)N=C(c2ccccc2)C2C=CC=CC2N1 (stereo unspecified),97.3,109.5,97.3,81.7,83.0,94.9,78.4,84.1,88.1
CN1CCN(c2nc(-c3ccncc3)nc3sc4c(c23)CCCCCC4)CC1,/,52.8,84.3,31.7,73.0,86.6,/,24.3,/
COc1ccc(-c2nocc2-c2cccs2)cc1,/,114.8,101.8,106.6,104.9,102.4,98.5,113.6,/
CC(=O)CC(=O)N(C)Cc1ccccc1,117.9,105.7,112.0,110.4,100.0,89.1,94.7,100.2,100.9
Cn1cc(-c2cnn3c(N)c(Br)c([C@@H]4CCCNC4)nc23)cn1,-2.5*,14.3,35.0,-8.9*,39.6,48.2,28.4,23.0,60.0
O=C1c2ccccc2C(=O)c2c(N=Nc3c(O)[nH]c(=S)[nH]c3=O)cccc21,96.6,119.3,116.7,110.2,98.3,126.0,79.7,110.9,105.3
COC(=O)c1nnn(-c2nonc2N)c1-c1ccc2c(c1)OCO2,96.0,109.9,110.7,83.9,103.1,95.7,93.1,98.0,/
CC(=O)OC[C@H]1OC(Sc2sc(C(=O)c3ccc(Br)cc3)c(N)c2-c2nc3ccccc3s2)[C@H](OC(C)=O)[C@@H](OC(C)=O)[C@H]1OC(C)=O (stereo partly specified),114.7,107.7,107.3,36.1,88.4,91.8,94.1,105.7,65.6
CCCCCCCSc1ccc(C(=O)CCN2CCOCC2)cc1,99.9,107.2,100.9,100.7,97.1,93.5,90.2,100.0,99.5
CCCCC(CC)COC(C)OCc1cccc(OC)c1OC (stereo unspecified),/,100.4,102.0,81.8,93.9,97.7,99.0,109.1,98.9
O=C1NN=C2CCCCCCC12 (stereo unspecified),93.0,104.6,104.3,101.1,98.7,/,97.9,101.6,92.6
O=C(O)c1cn(C2CC2)c2cc(N3CCN(C(=O)CN4C(=O)S/C(=C/c5ccccc5)C4=O)CC3)c(F)cc2c1=O,121.6,112.2,101.9,89.8,95.7,93.6,96.0,103.1,/
C=C1C(=O)O[C@H]2[C@H]1CC/C(CNS(=O)(=O)c1cccc3ccccc13)=C\CC[C@@]1(C)O[C@@H]21,-14.9*,8.9*,73.8,70.9,57.9,91.2,-63.9*,-3.2*,57.8
COC(=O)C(Br)C(C(=O)OC)C(Cl)(Cl)Cl (stereo unspecified),117.3,117.1,106.9,90.8,102.5,100.3,103.6,107.9,104.0
O=C(O)c1ccc(CNc2nc(=O)n(Cc3ccc(Cl)cc3)c(=O)[nH]2)cc1,101.1,114.0,101.2,86.2,110.2,109.5,90.2,92.7,108.5
N#Cc1cnn2ccn(C3OC(CO)C(O)C3O)c12 (stereo unspecified),101.5,130.1,103.6,99.6,95.7,124.8,86.3,102.6,85.1
N#Cc1c(-c2ccc(Cl)cc2)nc2c(c(-c3ccccc3)nn2-c2ccccc2)c1-c1ccc2c(c1)OCO2,112.4,103.9,108.6,102.1,99.3,97.7,86.9,102.9,101.3
Cn1nc(-c2ccc(Cl)cc2)nc2c(=O)n(C)c(=O)nc1-2,-30.8*,-90.6*,0.8*,-94.8*,-45.0*,-68.5*,-75.4*,-77.3*,-51.4*
Cc1nn(-c2nc3ccccc3[nH]2)c(N)c1-c1ccccc1,/,88.3,58.9,103.9,95.9,90.8,82.8,94.9,/
Nc1nonc1-c1nc2ccccc2n1Cc1ccc(Cl)cc1,85.3,96.8,90.0,87.8,91.3,88.6,65.9,82.3,74.6
COc1ccc(/C(=C(/CC(=O)O)C(=O)OC(C)(C)C)c2cc(OC)c(OC)c(OC)c2)cc1OC,103.1,/,113.4,109.9,96.7,114.6,91.1,98.2,/
CCCCNc1cc(C(=O)O)cc(S(N)(=O)=O)c1Oc1ccccc1,91.1,98.6,104.1,89.1,101.6,100.7,101.6,112.4,91.0
CSc1nncc(-c2ccccc2)n1,/,134.5,106.9,91.0,93.5,109.4,102.0,97.6,99.8
COc1ccc2c(c1)/C(=C/c1cc(OC)c(OC)c(OC)c1)C(=O)N2C,-60.8*,-36.8*,-6.1*,23.4,34.2,39.5,-15.1*,11.8,19.3
C=C(C)[C@@H]1CC[C@]2(CO)CC[C@]3(C)[C@H](CC[C@@H]4[C@@]5(C)CC[C@H](O)C(C)(C)[C@@H]5CC[C@]43C)[C@@H]12,-50.7*,52.5,31.4,/,25.9,68.9,40.2,46.2,37.5
CC1=C(C(=O)Nc2cc(C)ccc2C)C(c2cccc([N+](=O)[O-])c2)C(C(=O)Nc2cc(C)ccc2C)=C(C)N1,75.8,87.1,80.3,82.8,86.7,71.9,86.3,81.7,79.4
C=CC1(C)C(=O)C2C3C4OC(=O)NC41c1cccc4c1C2(C(=O)N4C)C3(C)C (stereo unspecified),116.3,110.4,109.1,107.5,104.1,103.2,103.5,109.9,104.2
C[C@H]1C[C@H]2[C@@H]3CC[C@H]4C[C@@H](O)CC[C@]4(C)[C@H]3CC[C@]2(C)OC1=O,122.1,111.7,108.7,100.6,106.0,97.1,90.8,94.8,115.5
CCCC1(c2ccsc2)NC(=O)NC1=O (stereo unspecified),/,111.3,107.8,107.9,103.2,119.2,119.3,115.8,107.2

# Full records as entered above.
# Entry for `COc1ccc(N=Nc2c(N)nn3c(-c4ccc(OC)c(OC)c4)c4ncnc(NN)c4nc23)cc1` → RXF 393 = 119.7; COLO 205 = 114.5; NCI-H460 = 108.6; A498 = 80.7; NCI-H23 = 93.6; NCI-H322M = 110.5; NCI-H522 = 73.7; HT29 = 101.2; NCI-H226 = 84.4
# Entry for `O=C(COc1cccc(/C=C2/Oc3ccccc3C2=O)c1)Nc1nccs1` → RXF 393 = 2.9*; COLO 205 = 234.7; NCI-H460 = 102.6; A498 = 93.9; NCI-H23 = 61.6; NCI-H322M = 95.7; NCI-H522 = -9.7*; HT29 = 84.2; NCI-H226 = 99.3

# Compounds were not picked by outcome. About 12% of those tested had a hit in this group.
